Lipid storage S3 – qHTS Assay for Lipid Storage Modulators in Drosophila S3 Cells. Potency in µM for hits, for the others lipid storage change, negative = inhibition, % at the top dose, mostly 46.1 µM. 320,000 compounds, 0.64% hits. Drosophila S3 cells, BODIPY lipid droplet fluorescence, 18-24 h; cells fed with added oleic acid; active = well fitted inhibition curve with a large enough effect in the signal ratio, with a control signal flat, not every such curve was filed as active; inconclusive = small, poorly fitted or top-dose-only effect, or effect the other way, or a change in a side signal; the % refers to the signal ratio
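Laser-scanning cytometry quantifies lipid droplet accumulation (500–530 nm total intensity; droplet/cell object ratio) in oleic acid-fed (400 uM added) Drosophila S3 cells treated with a concentration series. 20 uM Triacsin C defined 100% inhibition.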
Lipid storage S3 cell count max – second read-out of Lipid storage S3, no call of its own (marks repeat the call); cell number change, %; measured here: cell count max response;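 cells counted by Cell Tracker Red CMTPX staining in the red channel; peak over a dose series mostly up to 46.1 µM; percent activity relative to internal control wells on each plate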
The depositor's hits bear a star; i = inactive; ? = inconclusive; · = not tested or not shown. % is set by controls: 0 for no effect and ±100 for the full control effect; potency is the fitted concentration of half-maximal effect. Only part of the results is shown; the hit share may differ from the screen's.

SMILES	Lipid storage S3	Lipid storage S3 cell count max
C[C@@]12C(=O)N(Cc3ccccc3)CC(=O)N1[C@H]1c3cc(Cl)ccc3OC[C@@H]1[C@@H]2c1ccccc1	?	·
CCc1ccc2c(c1)C(c1ccncc1)=NNC(c1ccccc1)=N2	?	·
CC(=O)N1c2ccc(S(=O)(=O)N3CCC(C(=O)Nc4cccc(Cl)c4)CC3)cc2CC1C (stereo not given)	?	·
O=C(Cn1cnc2c(nnn2-c2cccc(F)c2)c1=O)Nc1ccc2c(c1)OCCO2	?	·
COc1cccc(-c2nnn(CCC(=O)O)n2)c1	8.0%	14.0
C/C(=N\Nc1ncc(Cl)cc1Cl)c1ccccn1	?	·
CC1(C)COC(Cn2c3ccccc3c3ccccc32)O1 (stereo not given)	1.2%	-0.6
O=C(c1ccccc1)N1CCC(O)(c2ccc3c(c2)OCO3)CC1	5.9%	0.1
O=C(NC(=O)c1ccccc1)OCCN1C(=O)c2ccccc2C1=O	5.5%	·
COc1ccc(N2CCN(C(=S)Nc3cccc(OC)c3)CC2)cc1	?	·
Cc1ccc(NC(=O)CCCn2c(=S)[nH]c3ccsc3c2=O)cc1C	-12.9%	-2.7
C/C=C/C(O)c1ccc2ccccc2c1 (stereo not given)	?	·
CCCn1c(N)c(N(CCOC)C(=O)c2ccc(F)cc2F)c(=O)[nH]c1=O	?	·
COc1cc(C(=O)OCC(=O)N2CCCCC2C)ccc1OCc1c(C)noc1C (stereo not given)	12.7%	·
Cc1ccc(NC(=O)c2ccc(S(=O)(=O)N3CCCCCC3)cc2)nc1	?	·
C=CCn1c(SCC)nc2sc3c(c2c1=O)CCc1ccccc1-3	-4.3%	0.6
CC(C)CC(C(=O)NC(C)(C)C)N(Cc1cccs1)C(=O)c1snc(C(N)=O)c1N (stereo not given)	?	·
Cc1cc(NC(=O)c2c(-c3c(F)cccc3Cl)noc2C)no1	6.8%	-2.1
O=C(Nc1ccccn1)c1csc2c1CCCC2	-0.6%	2.9
COc1ccc(O)c(/C=N/NC(=O)c2c(C)nnn2-c2nonc2N)c1	?	·
O=C(NCc1ccccn1)c1ccc(OC2CCN(Cc3ccc(CO)o3)CC2)cc1	?	·
NS(=O)(=O)c1cc(C(=O)OCC(=O)c2ccc3c(c2)OCCO3)ccc1Cl	?	·
CCc1ccc(OCc2ccc(C(=O)NCc3ccccn3)o2)cc1	?	·
O=C(CC(C(=O)N1CCc2ccccc21)n1ccnc1)N1CCc2ccccc2C1 (stereo not given)	?	·

An excerpt of these results, with bars between the fields:
SMILES | Lipid storage S3 | Lipid storage S3 cell count max
O=C(NCc1ccccn1)c1ccc(OC2CCN(Cc3ccc(CO)o3)CC2)cc1 | ? | ·
NS(=O)(=O)c1cc(C(=O)OCC(=O)c2ccc3c(c2)OCCO3)ccc1Cl | ? | ·
CCc1ccc(OCc2ccc(C(=O)NCc3ccccn3)o2)cc1 | ? | ·

Additional structures follow:
SMILES	Lipid storage S3	Lipid storage S3 cell count max
CN(C)/C=N/c1nc(-c2ccc3c(c2)OCO3)cs1	i	·
Cc1ccc(C2=NN(CC(=O)NCCN(CC(C)C)CC(C)C)C(=O)CC2)cc1	-6.0%	-15.5
Cc1ccccc1S(=O)(=O)N(CC(O)CN1CCCCC1)c1ccccc1 (stereo not given)	i	·
Cc1ccccc1NC(=O)Cc1nc(COC(=O)c2ccc([N+](=O)[O-])cc2)cs1	?	·
O=C(Nc1cc(C(F)(F)F)ccc1Cl)C(Sc1n[nH]c(=O)[nH]c1=O)c1ccccc1 (stereo not given)	4.5%	2.8
COc1ccccc1NC(=S)NCCc1ccc(S(N)(=O)=O)cc1	-16.2%	6.2
CCN(CC)S(=O)(=O)c1ccc(OC)c(NC(=O)OCc2ccccc2)c1	?	·
O=C(N/C(=C/c1ccc(Br)cc1)c1nc2ccccc2[nH]1)c1ccco1	-8.7%	·
CCN(CC)CCN1C(=O)C(=O)/C(=C(/O)c2ccc(C)cc2)C1c1cccnc1 (stereo not given)	-7.4%	3.0
CC1CCc2c(nc3ncnn3c2N2CCN(c3ccccc3F)CC2)C1 (stereo not given)	?	·
CSc1cccc(NC(=O)CCNC(=O)c2ccco2)c1	?	·
COc1ccc(CCN2Cc3c(cccc3[N+](=O)[O-])C2=O)cc1OC	15.3%	14.0

Laid out differently: four of the compounds above
mol | Lipid storage S3 | Lipid storage S3 cell count max
O=C(c1ccccc1)N1CCC(O)(c2ccc3c(c2)OCO3)CC1 | 5.9% | 0.1
O=C(NC(=O)c1ccccc1)OCCN1C(=O)c2ccccc2C1=O | 5.5% | ·
COc1ccc(N2CCN(C(=S)Nc3cccc(OC)c3)CC2)cc1 | ? | ·
Cc1ccc(NC(=O)CCCn2c(=S)[nH]c3ccsc3c2=O)cc1C | -12.9% | -2.7

More results follow.
SMILES	Lipid storage S3	Lipid storage S3 cell count max
CN1CCN(CC(=O)Nc2cc(N3CCOCC3)ccc2[N+](=O)[O-])CC1	?	·
COCCNC(=O)[C@@]1(C)C=C[C@@H](Cc2ccccc2)N1C(=O)c1ccccc1	?	·
CCc1ccc(C(=O)CN2C(=O)NC(C)(CCc3ccccc3)C2=O)cc1 (stereo not given)	1.2%	-4.4
CCC1=NN(C(=O)c2ccc([N+](=O)[O-])cc2)C(O)(c2ccccc2)C1 (stereo not given)	?	·
O=C(/C=C/c1ccccc1)Nc1ccc(C(=O)N2CCCCC2)cc1	?	·
O=C(CCC(=O)n1ncc2ccccc21)NCc1ccccc1Cl	0.8%	-0.3
CC12/C(=N/O)C3C4CC5C3/C(=N/O)C1C5C42 (stereo not given)	-9.4%	-4.0
CN(C)NC1CCS(=O)(=O)C1 (stereo not given)	-22.8%	·
CCCc1nnc(NC(=O)Cn2c(=O)oc3ccccc32)s1	?	·
COc1ccc(C[C@H]2CN3C(=NC[C@@H]3Cc3ccc(O)cc3)N2CCNC(=O)c2ccc(C)c(Br)c2)cc1	?	·
O=C(COc1cc2oc(=O)c3c(c2cc1Cl)CCCC3)N1C[C@H]2C[C@@H](C1)c1cccc(=O)n1C2	1.46µM*	3.9*
COc1cc(OC)cc(C(=O)NCCC(=O)NCCc2ccc(OC)c(OC)c2)c1	-17.9%	-13.4

Given with two lines to a compound: 6 of the compounds above
Values run as follows: Lipid storage S3	Lipid storage S3 cell count max
- Cc1ccc(NC(=O)CCCn2c(=S)[nH]c3ccsc3c2=O)cc1C
  -12.9%	-2.7
- C/C=C/C(O)c1ccc2ccccc2c1 (stereo not given)
  ?	·
- CCCn1c(N)c(N(CCOC)C(=O)c2ccc(F)cc2F)c(=O)[nH]c1=O
  ?	·
- COc1cc(C(=O)OCC(=O)N2CCCCC2C)ccc1OCc1c(C)noc1C (stereo not given)
  12.7%	·
- Cc1ccc(NC(=O)c2ccc(S(=O)(=O)N3CCCCCC3)cc2)nc1
  ?	·
- C=CCn1c(SCC)nc2sc3c(c2c1=O)CCc1ccccc1-3
  -4.3%	0.6

New compounds follow:
SMILES	Lipid storage S3	Lipid storage S3 cell count max
Cc1ccc(C)c(NC(=O)C2=CCN(S(=O)(=O)c3ccc(F)cc3)CC2)c1	-8.7%	4.5
CCOC(=O)c1sc(-c2ccccc2)cc1NC(=O)c1ccc(S(=O)(=O)N(CCOC)CCOC)cc1	-7.9%	3.5
CNC(=O)C1CC(=O)N(c2ccc(OCC(=O)Nc3ccc(OC)cc3)cc2)C1 (stereo not given)	?	·
CCOC(=O)C1=C(CS(=O)(=O)c2ccc(F)cc2)NC(=O)NC1c1cc(OC)c(O)c(OC)c1 (stereo not given)	i	·
Cc1cc(OC(C)C(=O)NCC(O)c2ccccc2)c2c(C)cc(=O)oc2c1 (stereo not given)	i	6.6
O=C1Nc2ccccc2C1=Nc1ccc(Br)cc1	?	·
COc1ccccc1NC(=O)CSc1nc2ccccc2c(=O)n1CCNC(C)=O	?	·
COc1ccc(NC(=O)N2CCCC(C(=O)Nc3cccc(C)c3C)C2)cc1 (stereo not given)	?	·
Cc1ccc(NC(=O)CC2NCCNC2=O)cc1Cl (stereo not given)	?	·
COc1ccc(C(=O)CN2C(=O)c3ccccc3S2(=O)=O)cc1	?	·
COCCCN(C(=O)Cc1coc2cc(C)c(C)cc12)c1c(N)n(Cc2ccccc2)c(=O)[nH]c1=O	12.8%	5.6
COc1cc(C(=O)Nc2ccc3c(c2)OCO3)ccc1-n1cnnn1	?	·
CCOC(=O)c1c(NC(=O)CSc2nncs2)sc(C)c1C	5.4%	12.8
Cc1noc(C)c1CSc1nnc(-c2ccccc2)n1Cc1ccco1	?	·
Cc1csc(NC(=O)CSc2nc3nc(C)cc(C)n3n2)n1	?	·
O=C(NNC1CC(=O)N(c2ccccc2)C1=O)c1ccc(COc2ccccc2Cl)o1 (stereo not given)	?	·
O=C(Oc1cccnc1)c1cc(S(=O)(=O)N2CCOCC2)ccc1Cl	?	·
Nc1nnc(-c2cccc(Cl)c2Cl)c(N)n1	?	0.4
COC(=O)c1ccccc1NC(=O)CN(Cc1ccccc1)S(C)(=O)=O	?	·
COC(=O)c1ccc(NC(=O)c2ccc3c(c2)C(=O)N(C)C3=O)cc1	?	·
Cc1ccc(OCC(=O)N/N=C\c2ccc(C)o2)c(C)c1	13.1%	-6.4
CC(C)(C)n1nc2c(c1NC(=O)Cc1ccccc1)CS(=O)(=O)C2	?	·
CCCC[N+](CC#Cc1ccccc1)(CCCC)CCCS(=O)(=O)[O-]	?	·
Cc1cccc(NC(=O)c2ccc(S(=O)(=O)N3CCC(C)CC3)cc2)n1	?	·
c1ccc(CCCc2nc(-c3cccnc3)no2)cc1	?	·
Cc1ccc(S(=O)(=O)c2nnn3c2nc(NC2CCN(Cc4ccccc4)CC2)c2ccccc23)cc1C	?	·
O=S(=O)(c1ccc(F)cc1)N1CCN(CC(O)COc2ccccc2F)CC1 (stereo not given)	i	·
Fc1ccc(-n2nnc(-c3ccnc4ccccc34)n2)cc1	-14.9%	-19.7
Cc1cccc(N2CCN(C(=O)c3ccoc3C)CC2)c1C	14.4%	-4.2
Cc1ccc(-c2csc(NC(=S)NC(=O)c3cc4ccccc4o3)n2)cc1	11.0%	6.8
COc1cc(C(=O)NNC(=S)NC(=O)c2ccccc2C)cc(OC)c1OC	25.7%	1.3
COc1c(/C=N/Nc2nc(N3CCCCC3)nc(N3CCCCC3)n2)cccc1[N+](=O)[O-]	?	·
Cc1cccc(-c2noc(CCCC(=O)NC3CCCC3)n2)c1	?	·
Fc1ccccc1/C=N/Nc1nc2ccccc2o1	?	·
CCc1nn(CCCC(=O)NC(C)c2ccccc2)c(=O)c2cc3occc3n12 (stereo not given)	?	·
CC(C)(C)c1nnc2sc(SCC(=O)N3CCc4ccccc43)nn2c1=O	6.5%	7.7
CC1=C(CCN2CCN(C3CCCC3)C(CCO)C2)C(C)(C)CCC1 (stereo not given)	-1.2%	6.7
O=C(c1ccccc1)c1ccc(OCC(=O)N2CCOCC2)cc1	?	·
CCc1ccc(C2NC(c3ccc(CC)cc3)C([N+](=O)[O-])C(C)(C)C2[N+](=O)[O-])cc1 (stereo not given)	?	·
O=C(Nc1ccccc1)N1CCN2C(=O)c3ccccc3C12c1ccccc1 (stereo not given)	?	·
COc1cccc(C(=O)C2CCCN(Cc3cccn3-c3ccccn3)C2)c1 (stereo not given)	-12.9%	-7.4
O=C(Nc1nc2cc3c(cc2s1)OCO3)C1CCCCC1	-4.9%	7.9
COc1ccc2cc(-c3cc(C(=O)O)c4ccccc4n3)ccc2c1	?	·
O=[N+]([O-])c1ccc(N2CCN(Cc3cccc([N+](=O)[O-])c3)CC2)cc1	-10.7%	-4.9
Cc1cc(C)c(S(=O)(=O)N2CCN(c3ccc([N+](=O)[O-])c(NCC4CCCO4)c3)CC2)c(C)c1 (stereo not given)	?	·
COc1ccc(NS(=O)(=O)c2ccc(Br)s2)cc1OC	?	·
Cc1ccc(S(=O)(=O)N2CCC(C(=O)N[C@@H](C)C(=O)NCc3ccco3)CC2)cc1	1.7%	5.0
Cc1ccc(S(=O)(=O)Nc2ccccc2C(N)=O)cc1	14.0%	7.5
C/C(=N\N1CCCCC1)c1ccccc1O	?	·
c1ccc(CSc2ccc(-c3cccs3)nn2)nc1	?	·
CN(C)S(=O)(=O)c1cccc(NC(=O)c2ccc(N3CCOCC3)c([N+](=O)[O-])c2)c1	13.3%	8.1
Nc1cc(=O)nc(SCC(=O)NC2CCCCC2)n1-c1ccccc1	8.9%	9.1
CC(=O)OCCN(CCCn1c(-c2ccncc2)nc2ccccc21)c1nc(CN2CCCCC2)cs1	?	·
COc1cc(C(CCN2CCCC2)c2c(OC)cc(OC)c3ccc(=O)oc23)cc(OC)c1OC (stereo not given)	1.3%	2.5
Cc1cc(OCC(=O)NCC(C)C)cc(C)c1Br	?	·
CN1CCN(C(=O)C2=C[C@@H](c3csc4ccccc34)C[C@@H](OCc3ccc(CO)cc3)O2)CC1	6.2%	5.1
Cc1ccc(S(=O)(=O)C2(S(=O)(=O)c3ccc(C)cc3)CC2)cc1	2.1%	21.8
CCOC(=O)c1c2c3c(cccc3[nH]c1=O)C(=O)c1ccccc1-2	?	·
CCn1nc(C(=O)OCC(=O)c2ccc(F)cc2)c2ccccc2c1=O	0.3%	6.7
Cc1ccc(NC(=O)CSc2nnnn2C2CC2)cc1S(=O)(=O)N1CCOCC1	?	·
Next compounds.
SMILES	Lipid storage S3	Lipid storage S3 cell count max
FC(F)(F)c1cccc(Cc2noc(CN3CCC(N4CCCCC4)CC3)n2)c1	?	·
N/C(=N\OC(=O)CCC1CCCC1)c1ccncc1	?	·
COc1ccc(NC(=O)CN(C)C(=O)C2CC(=O)N(c3ccc4c(c3)OCCO4)C2)cc1 (stereo not given)	21.0%	12.8
C/C=C/C=C/C(=O)Nc1nccs1	11.4%	4.5
CCCOC(=O)CN1C(=O)c2ccc(C(=O)OCCC)cc2C1=O	-9.2%	-11.0

From PubChem BioAssay
